Source: PubChem BioAssay (several laboratories)
HGIII-sPLA2 inh: Blocks human group III sPLA2 activity | QFRET BODIPY PC-A2 liposome hydrolysis, fluorescence | inhibition, % at 12.2 µM | hit rate 0.56% among 370,000;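 active = inhibition above mean plus 3 SD of compounds lying within the high and low control bounds, cut at about 19% in these data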;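 note: 0% = median of test compound wells and 100% = no enzyme DMSO wells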
ASAP1 inh: ASAP1 ArfGAP inhibition. hit rate 0.19% among 360,000. Q9ULH1. ASAP1-stimulated ARF1 GTP hydrolysis, GDP FP detection. inhibition, % at 16.5 µM; in the data active = inhibition above about 25%;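 note: 0% = vehicle with enzyme and substrate and 100% = no enzyme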
Target sequence (Q9ULH1 325-724 limits assumed): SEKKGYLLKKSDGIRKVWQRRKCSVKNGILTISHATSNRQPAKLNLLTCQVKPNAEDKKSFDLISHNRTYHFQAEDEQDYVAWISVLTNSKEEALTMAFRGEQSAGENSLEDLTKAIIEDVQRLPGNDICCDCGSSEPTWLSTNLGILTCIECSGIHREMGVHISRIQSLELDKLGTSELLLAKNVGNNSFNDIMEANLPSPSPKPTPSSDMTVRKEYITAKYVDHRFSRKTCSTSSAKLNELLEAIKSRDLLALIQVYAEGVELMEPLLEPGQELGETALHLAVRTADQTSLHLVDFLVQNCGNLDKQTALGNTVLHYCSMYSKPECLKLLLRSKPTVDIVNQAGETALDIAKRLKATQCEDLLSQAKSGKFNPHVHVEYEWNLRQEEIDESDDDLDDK
PLCg1 inh: inhibitors of human phospholipase C gamma1 | P19174 | hit rate 0.84% among 370,000 | purified PLC-gamma1, fluorogenic substrate, fluorescence | inhibition, % at 12.2 µM; in the data active = inhibition above about 9.5%
PLCb3 inh: blocks human PLC-beta3 enzyme activity | Q01970 | Purified PLC-beta3, fluorogenic substrate, fluorescence | inhibition, % at 12.2 µM | hit rate 0.18% among 370,000 | AID 720704; in the data active = inhibition above about 11%;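 note: 0% = median of compound wells on plate and 100% = full blocker control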
ARFGAP1 inh: rat ARFGAP1 inhibition | Q62848 | Arfgap1-stimulated ARF1 GTP hydrolysis, GDP FP detection | inhibition, % at 16.5 µM | hit rate 0.26% among 360,000 | AID 651572;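 active = inhibition above a per-plate limit, mean inhibition of low control wells plus 3 SD, cut at about 25% in these data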;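 note: 0% = DMSO wells with enzyme and 100% = wells lacking Arfgap1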
Target sequence (Q62848 1-136 limits assumed): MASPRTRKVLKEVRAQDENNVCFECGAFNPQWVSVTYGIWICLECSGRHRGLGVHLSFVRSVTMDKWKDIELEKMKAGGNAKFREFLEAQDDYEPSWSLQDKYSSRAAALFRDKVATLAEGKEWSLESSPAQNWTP
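system = rat Arfgap1 catalytic domain, aa 1-136 | technique = FP, GDP Alexa 633 tracer displaced from anti-GDP antibody, 620/688 nm | compound = one concentration, 16.5 µM, DMSO 1.26% | medium = HEPES-based buffer, pH 7.5 | timing = compound-enzyme preincubation 20 min, reaction 120 min, detection 60 min, 25 °C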
UHRF1 binding: blocks human UHRF1 binding to methylated DNA; AID 687016; hit rate 0.75% among 370,000; inhibition, % at 4.4 µM; Q96T88; UHRF1 binding to methylated oligo, TR-FRET; in the data active = inhibition above about 21%;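 note: UHRF1 SRA domain binding a hemimethylated CpG hairpin DNA probe; 0% = median of test compound wells and 100% = reference inhibitor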
Rev-erbA mod: modulators of human Rev-erb alpha DNA binding; Rev-erbα–FITC-DNA binding, fluorescence polarization, 90 min; activity, % at 10 µM; hit rate 0.79% among 370,000; AID 1259318;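 active = activity above about 14%, limit read from the data; passing the limit was not always enough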;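 note: 0% = DMSO wells with 35 nM protein and 100% = DMSO wells with 750 nM protein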
KLK7 zymogen act: proKLK7 (human) activation, primary screen; AID 652039; hit rate 0.9% among 370,000; P49862; purified proKLK7, EDANS-DABCYL substrate fluorescence; 100% is mature enzyme control, 0% vehicle; activation, % at 7 µM;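 active = activation above the mean of all tested compounds plus 3 SD, computed per campaign excluding outliers beyond control limits, cut at about 13% in these data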
DDE Tn7 FP inh: inhibitors of Tn7 peptide binding to human fibrin DD(E). hit rate 0.13% among 370,000. AID 720508. P02675. FP displacement of FITC-Tn7 peptide from fibrin DD(E); 0% = median of compound wells per plate. inhibition, % at 8.3 µM;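 active = inhibition above the mean of compounds falling within the control limits plus 3 SD of them, cut at about 14% in these data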;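 note: 0% = plate median of compound wells and 100% = 10 µM Aha-Tn7 peptide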
Target sequence (P02675 whole entry, looked up): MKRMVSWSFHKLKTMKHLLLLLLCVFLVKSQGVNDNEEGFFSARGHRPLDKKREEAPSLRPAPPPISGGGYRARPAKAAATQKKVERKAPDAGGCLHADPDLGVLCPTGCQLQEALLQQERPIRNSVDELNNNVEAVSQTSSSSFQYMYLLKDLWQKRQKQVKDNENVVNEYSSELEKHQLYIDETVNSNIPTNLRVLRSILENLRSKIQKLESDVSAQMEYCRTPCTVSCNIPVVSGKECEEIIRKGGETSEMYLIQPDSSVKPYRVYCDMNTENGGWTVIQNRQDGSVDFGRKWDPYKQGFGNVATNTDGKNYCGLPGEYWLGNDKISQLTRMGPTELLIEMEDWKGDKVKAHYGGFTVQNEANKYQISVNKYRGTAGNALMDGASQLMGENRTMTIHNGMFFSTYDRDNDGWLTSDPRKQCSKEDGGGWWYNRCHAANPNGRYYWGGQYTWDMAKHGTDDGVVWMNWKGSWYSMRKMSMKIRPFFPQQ
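System: human fibrin DD(E); quantity: Fibrin-DD(E) at 2 µM final; also added: fluorescent Tn7 probe at 0.1 µM; compound dosing: single nominal test concentration of 8.3 µM per compound; schedule: 10 min preincubation, 3 h with tracer, room temperature; detection: fluorescence polarization of the labelled Tn7 tracer; repeats: one replicate per compound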
DDE Tn6 FP inh: inhibitors of Tn6 peptide binding to human fibrin DD(E); Fibrin DD(E) TRITC-Tn6 fluorescence polarization displacement; inhibition, % at 8.3 µM; hit rate 0.21% among 370,000; AID 720509;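 active = inhibition above a per-campaign cutoff: mean of compounds within control limits plus 3 SD, cut at about 15% in these data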;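 note: 0% = median of all compound wells on the plate and 100% = blocking peptide control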
An asterisk follows results filed as active; & = joins results of further samples. These rows are one share of the data (hit frequency here may not be typical).

SMILES | HGIII-sPLA2 inh | ASAP1 inh | PLCg1 inh | PLCb3 inh | ARFGAP1 inh | UHRF1 binding | Rev-erbA mod | KLK7 zymogen act | DDE Tn7 FP inh | DDE Tn6 FP inh
c1ccc2nc(N3CCNCC3)ccc2c1 | 4&6 | -11&-5 | -6&-7 | -2&-15 | -2&7 | -1&-3 | -1&-9&4 | 1.8&1.6 | 5&8 | -5&-2
CCOc1ccc2oc(C(=O)NN3C(C)CCCC3C)c(C)c2c1 (stereo not drawn) | 0 | 13 | -6 | -13 | 9 | 0 | 0 | 0.7 | 9 | -5
C[C@@H]1CN([C@H](C)CO)C(=O)CCCn2nncc2CO[C@@H]1CN(C)C(=O)Oc1cccc2ccccc12 | 4 | 1 | 1 | -1 | 14 | 2 | -1 | 0.0 | -1 | 1
O=C(O)C1C2c3ccccc3C(=O)C1(C(=O)O)c1ccccc12 (stereo not drawn) | -4 | -13 | 0 | 2 | -4 | -1 | -2 | -0.1 | 2 | 6
CCN(CCNc1ccc([N+](=O)[O-])c2cccnc12)S(=O)(=O)c1ccc(Cl)cc1 | -16 | -4 | 9 | 1 | 5 | -4 | -3 | -0.8 | 0 | -2
O=c1c2ccccc2nc(Cc2ccccc2)n1-c1ccc(O)cc1 | -22 | -2 | 0 | 1 | 3 | -1 | 1 | -0.3 | -4 | 7
CCOC(=O)N(c1ccccc1)P1(=S)OCCO1 | 2 | -5 | 1 | -1 | 0 | -2 | 5 | 0.2 | -3 | 3
C[C@@H](N)Cc1cnc[nH]1 | 12 | -2 | -2 | 0 | 11 | 4 | -5 | 0.6 | -5 | -3
CCC(=NCCCN(C)C)c1c(O)n(-c2ccc(OC)cc2)c(=O)[nH]c1=O | -3 | 3 | 2 | 1 | -8 | 0 | 2 | -0.8 | -4 | 11
C=CCN1C(=O)NC(=O)/C(=C/c2cccn2C)C1=O | 4 | -7 | -6 | -8 | -6 | -4 | 5 | -0.1 | 4 | 10
C[C@]12CC[C@@H](O)CC1=CCC1C2CC[C@@]2(C)C1CC[C@@H]2N (stereo partly drawn) | 7 | 4 | 6 | 0 | 6 | 3 | 4 | -0.1 | -8 | -9
CN1C(=O)N(C)C(=O)C2(Cc3cc([N+](=O)[O-])ccc3N3CCN(C(=O)c4ccccc4)CC32)C1=O (stereo not drawn) | 3 | -8 | 0 | -4 | -20 | -1 | -1 | 0.4 | 0 | -3
COc1ccc(N2C(=O)NC(=O)/C(=C/c3cccc(OC(=O)c4cccs4)c3)C2=O)cc1Cl | -19 | 8 | -1 | -2 | -5 | -3 | -2 | -1.3 | -6 | 5
COC(=O)C1=C(c2cccc(OCc3ccccc3)c2)C[C@@H]2CC[C@H]1N2C(=O)NCc1ccccc1 | -9 | 10 | 0 | 5 | 1 | -3 | -2 | -0.2 | 4 | -6
Cn1c(O)c(/C=C/C=Nc2ccccc2)c(=O)n(C)c1=S | 14 | 5 | -10 | -10 | 1 | 1 | -16 | 0.3 | 1 | -4

Brought forward from above: 2 compounds, then new ones.
SMILES | HGIII-sPLA2 inh | ASAP1 inh | PLCg1 inh | PLCb3 inh | ARFGAP1 inh | UHRF1 binding | Rev-erbA mod | KLK7 zymogen act | DDE Tn7 FP inh | DDE Tn6 FP inh
COC(=O)C1=C(c2cccc(OCc3ccccc3)c2)C[C@@H]2CC[C@H]1N2C(=O)NCc1ccccc1 | -9 | 10 | 0 | 5 | 1 | -3 | -2 | -0.2 | 4 | -6
Cn1c(O)c(/C=C/C=Nc2ccccc2)c(=O)n(C)c1=S | 14 | 5 | -10 | -10 | 1 | 1 | -16 | 0.3 | 1 | -4
Cc1ccc2c(c1)C1CN(C)CCC1N2C(=O)c1ccc(Br)o1 (stereo not drawn) | -5 | -14 | 0 | 1 | -3 | 1 | 1 | 0.3 | -6 | -1
CN1C[C@@H]2C[C@@H](c3cccn3-c3ccccn3)N3CCC[C@@]23C1=O | -4 | 11 | -1 | -8 | 0 | 1 | 3 | 0.9 | 0 | 6
O=C(O)C1(Br)CC12c1ccccc1-c1ccccc12 (stereo not drawn) | -3 | -17 | -1 | 0 | -10 | 1 | 9 | 0.4 | -7 | 4
CCNC(=O)NC(=O)C(C)OC(=O)c1c(C)nn(Cc2ccccc2)c1Cl (stereo not drawn) | -10 | 5 | 4 | 3 | -4 | -6 | -4 | 1.1 | 2 | 4
CCCCn1c(O)c(C(CC)=NCc2cc(OC)cc(OC)c2)c(=O)[nH]c1=O | 6 | 6 | 1 | 4 | -5 | -1 | -2 | -0.1 | -1 | 4
O=C1C2CCCN2C(c2cccnc2)N1c1cccc(Cl)c1 (stereo not drawn) | 12 | 12 | 1 | 1 | -1 | 6 | 2 | 0.5 | 1 | -9
Cc1cc(N2CCOCC2)ccc1/C=C1\C(=O)NC(=O)N(c2ccccc2)C1=O | -5 | -3 | -2 | -1 | 0 | 0 | 0 | 0.5 | -3 | -8
CC1CCN(CC(=O)c2cccc(C(F)(F)F)c2)CC1 | 6 | 1 | -2 | -10 | 10 | 1 | 2 | 0.1 | 2 | 3
COC(=O)C1=C(c2cccc(C#N)c2)C[C@@H]2CC[C@H]1N2C(=O)NCCOc1ccccc1 | 2 | -12 | 0 | 2 | -1 | -1 | -6 | -0.1 | 7 | 5
C[C@]12CCC3C(CC[C@H]4C[C@@H](O)CC[C@]34C)C1[C@H]1CN=N[C@H]1[C@@H]2O (stereo partly drawn) | 3 | 2 | 5 | 6 | 2 | -10 | -7 | 0.0 | -4 | 1
O=c1[nH]c(=O)n(CCC2=CCCCC2)c(O)c1C=Nc1cccc(F)c1 | -1 | -13 | -2 | -4 | -3 | -2 | 1 | 0.1 | 5 | -3
Nc1nnc(CCN2CCCCC2)s1 | 3 | 5 | 3 | 2 | 0 | -3 | 4 | -0.3 | -2 | 0
CN1CCN(S(=O)(=O)c2ccc(Cl)nc2)CC1 | 17 | 14 | 2 | -5 | 2 | 6 | 0 | 0.1 | 9 | 7
COc1cc2c(cc1OC)C13CCN4CC5=CCOC6CC(=O)N2C1C6C5CC43 (stereo not drawn) (tested in a mixture with another compound) | 9 | -2 | 3 | 4 | 13 | 1 | 2 | 0.6 | -7 | 1
COc1cccc(C(c2nnnn2C(C)(C)C)N2CCC3(CC2)C(=O)NCN3c2ccccc2)c1OC (stereo not drawn) | -8 | -6 | 4 | 4 | -4 | -3 | -4 | 0.5 | -7 | -2
Nc1ncc(P(=S)(N2CCOCC2)N2CCOCC2)s1 | 0 | 0 | 1 | 1 | 5 | 2 | 0 | -0.4 | -4 | -7
COC(=O)C1=C(c2ccc(OC)c(OC)c2)C[C@@H]2CC[C@H]1N2C(=O)NC(C)C | 6 | 5 | -1 | -1 | 9 | 1 | -4 | 0.4 | 7 | 3
O=C1CC(c2ccccc2)CN1 (stereo not drawn) | 24* | -1 | 4 | -6 | 4 | 3 | 0 | -0.2 | 0 | -2
CCOCCc1c(O)[nH]c(=S)[nH]c1=O | 7 | -3 | 2 | 4 | -2 | 4 | -1 | 0.1 | -3 | -2
COc1cccc(CN2CCCC(C(=O)c3ccccc3SC)C2)c1O (stereo not drawn) | -21 | -13 | 5 | 2 | 4 | 2 | -1 | 0.6 | -3 | 3
C[C@]12CCC(=O)C=C1C=CC1C2CC[C@@]2(C)C1CC[C@@H]2O (stereo partly drawn) | 5 | -2 | -1 | 3 | 11 | -1 | -2 | 0.2 | -8 | 8
O=[N+]([O-])c1ccccc1CCl | -3 | -2 | 0 | 1 | 7 | -3 | -1 | 0.3 | 4 | 7
CN(C)C(=O)Oc1ccc(OC(=O)N(C)C)cc1 | 2 | 0 | 1 | 0 | -8 | 11 | 6 | 0.2 | -4 | -1
Fc1ccc(CCNCc2ccccc2Cl)cc1 | 16 | 10 | -1 | -2 | 11 | 7 | 3 | -0.6 | -6 | -6
Cn1c(O)c(C=Nc2ccc3c(c2)CCC3)c(=O)n(C)c1=O | -2 | 2 | 1 | 1 | 3 | -2 | -4 | -0.2 | -4 | 10
N[C@@H](Cc1ccccc1)C(=O)N1C[C@H]2C[C@@H](C1)c1cccc(=O)n1C2 | 5 | -7 | 2 | 7 | 2 | 1 | -2 | -0.9 | 0 | -3
COc1ccc(-n2c(=O)[nH]c3ccccc3c2=O)cc1 | 0 | 5 | -4 | -1 | -1 | 10 | 1 | -0.9 | -4 | -1
S=P(N1CCCCCC1)(N1CC1)N1CC1 | 2 | -4 | -1 | -1 | -5 | 0 | 0 | -0.7 | 1 | -2
CSCCC(c1nnnn1-c1c(C)cccc1C)N1CCC2(CC1)C(=O)NCN2c1ccccc1 (stereo not drawn) | 6 | 9 | 2 | -1 | -9 | -1 | -2 | 0.2 | 5 | 4
C=CCN1C(=O)NC(=O)/C(=C/c2ccc(OC)c(COc3ccc(NC(C)=O)cc3)c2)C1=O | -2 | 6 | 5 | -7 | -3 | -4 | 6 | 0.1 | -5 | -5
O=C(CCCN1CCC2(CC1)C(=O)NCN2c1ccccc1)c1ccc(F)cc1 | -15 | 5 | 2 | 1 | 2 | 1 | 0&-2 | 0.1 | 6 | 0
CN(c1ccccc1)c1ccc([N+](=O)[O-])c2nonc12 | 11 | 4 | 3 | -4 | 4 | -26 | 18 | 0.7 | -2 | 0
CCCCn1c(C)c(C(=O)O)c2cc(OC)c3ccccc3c21 | -5 | -11 | -7 | -16 | -2 | 1 | 4 | -0.8 | -1 | -5
CCOC(=O)c1c(C)n(Cc2ccccc2)c2ccc(OCC(O)Cn3nc(C)nc3C)cc12 (stereo not drawn) | -8 | 4 | -1 | -1 | 9 | -2 | 2 | 0.7 | 0 | 6
O=C(c1cc2c(s1)CCCC2)N1CCC2(CC1)OCCO2 | 2 | -15 | 0 | -5 | -5 | 1 | -4 | 0.0 | -2 | -1
CCOC(=O)C(NC(=O)CCl)(Nc1ccc(C(O)(C(=O)OCC)C(F)(F)F)cc1)C(F)(F)F (stereo not drawn) | 10 | -11 | -2 | 0 | 4 | 0 | 0 | -0.3 | -4 | -2
Cc1c(C(=O)N2CCC3(CC2)OCCO3)oc2ccc(S(=O)(=O)N3CCCCC3)cc12 | -1 | 1 | -1 | 2 | 1 | -1 | 3 | -0.4 | -1 | 5
COC1CC=C2CCN3CCC4=C(CC(=O)OC4)C23C1 (stereo not drawn) | -1 | -11 | 3 | -2 | 9 | 0 | 2 | 0.8 | -5 | -8
COC(=O)C1=C(c2ccc(C(C)=O)cc2)C[C@@H]2CC[C@H]1N2C(=O)NC1CCCCC1 | 4 | 10 | 1 | 1 | 10 | -2 | -6 | 0.2 | 0 | -2
CN1CCc2cc3c(cc2[C@H]1[C@@H]1OC(=O)c2c1ccc1c2OCO1)OCO3 | -1 | -8 | -95 | -118 | 18 | 0 | -1 | -2.8 | -2 | 3
